Rab2 wt GTP: modulators of GTP binding to Rab2A wildtype, primary screen, biochemical, dog, bead-based flow cytometry, multiplex; Ras-related protein Rab-2A (Canis lupus familiaris), P61105; GST-Rab2 wt beads, Bodipy-GTP binding; GTP binding activity, % at 10 µM; actives 0.19% (n = 190,000);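 active means GTP binding activity at least 20 points away from 100%, either lowered or raised; inconclusive means signal likely due to the compound's own green fluorescence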;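 further: 0% = beads with excess unlabeled GTP and 100% = no-compound control corrected for plate trend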
Mcl1-Bid inh: Mcl-1/Bid binding inhibitors, primary screen, biochemical, TR-FRET, 1536-well. TR-FRET Mcl-1/Bid-Dy647 peptide binding. inhibition, % at 21.7 µM. actives 0.97% (n = 220,000). AID 1021, 2008;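 active means compounds that cut the binding signal by more than half at the single screening dose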;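 further: His-tagged Mcl-1 with europium anti-His antibody binding Bid BH3 peptide; 0% = Mcl-1 plus peptide wells and 100% = peptide-only wells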
Rab7 wt modul: modulators of GTP binding to Rab7, primary screen, biochemical, wildtype, multiplex bead flow cytometry; Rab7 GTPase wild type (dog), Bodipy-FL-GTP binding; GST-Rab7 beads, fluorescent GTP binding; actives lie on both sides; untreated = 100%, excess cold GTP = 0%; GTP binding activity (percent of control), % at 10 µM; actives 0.055% (n = 190,000); AID 758, 2007;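 active means fluorescent GTP binding to Rab7 beads changed by at least 20 points from the 100% baseline, either direction, mostly lower; inconclusive means compound itself probably fluorescent, or too few beads counted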;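 further: median green fluorescence of bound Bodipy-FL-GTP per Rab7 bead population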
RGS8-Gao reg: RGS8-Galphao binding modulators, primary screen, biochemical, multiplexed bead flow cytometry. Guanine nucleotide-binding protein G(o) subunit alpha (Homo sapiens), P09471. actives lie on both sides. response (percent of control binding), % at 10 µM. actives 0.34% (n = 220,000); in the data active means response below about 60% or above about 140%; inactive means in between;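 further: Galphao activated as the GDP aluminium fluoride complex binding bead-coupled RGS8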
Target sequence (P09471 whole entry, looked up): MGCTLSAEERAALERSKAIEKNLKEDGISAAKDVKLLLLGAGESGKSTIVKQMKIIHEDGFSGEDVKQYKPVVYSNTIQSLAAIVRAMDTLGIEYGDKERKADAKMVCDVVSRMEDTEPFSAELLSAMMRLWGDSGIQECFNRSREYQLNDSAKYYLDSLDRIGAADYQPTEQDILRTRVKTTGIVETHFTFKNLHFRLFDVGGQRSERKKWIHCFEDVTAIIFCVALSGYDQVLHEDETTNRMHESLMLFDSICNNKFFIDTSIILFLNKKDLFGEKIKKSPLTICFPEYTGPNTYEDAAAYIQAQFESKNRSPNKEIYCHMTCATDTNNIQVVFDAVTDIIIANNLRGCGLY
Cdc42 wt: modulators of GTP binding to wildtype Cdc42, primary screen, biochemical, multiplex bead flow cytometry, Bodipy-GTP | actives 0.2% (n = 190,000) | AID 761, 2007 | Cell division control protein 42 homolog (Homo sapiens), P60953 | percent activity (GTP binding), % at 10 µM | GST-Cdc42 beads; actives lie on both sides;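 active means percent activity GTP binding at least 20 points away from the 100% baseline, either down as inhibitor or up as activator; inconclusive means compound flagged as likely green fluorescent from well-wide comparison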;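 further: median bead fluorescence of bound Bodipy-FL-GTP at 100 nM; 0% = excess unlabeled GTP control and 100% = no compound control; below 100% means less GTP binding so inhibitor and above means activator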
Target sequence (P60953 whole entry, looked up): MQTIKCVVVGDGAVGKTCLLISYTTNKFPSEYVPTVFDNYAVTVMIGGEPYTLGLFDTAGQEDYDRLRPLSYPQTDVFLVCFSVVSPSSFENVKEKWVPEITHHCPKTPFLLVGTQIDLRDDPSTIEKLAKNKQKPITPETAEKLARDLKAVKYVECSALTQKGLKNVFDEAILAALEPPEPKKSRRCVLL
Pf gametocyte: late stage P. falciparum gametocyte viability inhibitors, primary screen, ATP luminescence, HTS; P. falciparum stage V gametocytes, 24 h; inhibition, % at 10.9 µM; actives 0.065% (n = 150,000); AID 743093, 2013;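 active means inhibition above the mean plus 3 SD of compounds within the control limits, set per campaign, cut at about 38% in these data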;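 further: 0% = DMSO wells and 100% = medium only without gametocytes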
HRas wt GTP: modulators of GTP binding to HRas wildtype, primary screen, biochemical, bead-based flow cytometry, multiplex; actives 0.14% (n = 190,000); GTP binding activity, % at 10 µM; GST-Ras wt beads, Bodipy-FL-GTP binding; actives lie on both sides;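 active means GTP binding activity at least 20% away from the 100% baseline, either lowered as inhibitor or raised as activator; inconclusive means flagged as likely green fluorescent, judged across all proteins in the well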;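 further: 0% = unlabeled GTP competition control and 100% = no-compound control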
Target sequence (P01112 whole entry, looked up): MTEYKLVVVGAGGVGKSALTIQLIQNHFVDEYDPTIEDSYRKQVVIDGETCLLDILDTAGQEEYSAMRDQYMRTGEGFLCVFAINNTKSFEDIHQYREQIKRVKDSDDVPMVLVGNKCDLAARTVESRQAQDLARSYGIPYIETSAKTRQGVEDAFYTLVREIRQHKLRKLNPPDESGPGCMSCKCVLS
Rac1 mut GTP: GTP binding modulators of activated mutant Rac1, primary screen, biochemical, bead-based flow cytometry, multiplex, fluorescent GTP | Ras-related C3 botulinum toxin substrate 1 (Homo sapiens), P63000 | GST-Rac1 activated beads; actives lie on both sides; 100% means binding = to untreated wells | percent activity (GTP binding), % at 10 µM | actives 0.11% (n = 190,000);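 active means GTP binding at least 20 percentage points away from the 100% baseline, in either direction, so actives lie on both sides; inconclusive means Compound likely fluorescent itself, or too few beads counted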
Bim-Mcl-1: inhibitors of Bim peptide binding to Mcl-1, primary screen, biochemical, bead-based flow cytometry, multiplex | AID 1009, 2008 | inhibition, % at 10 µM | Bim peptide-Mcl-1 binding | actives 0.1% (n = 190,000); in the data active means inhibition above about 40%;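 further: 0% = no compound tracer wells and 100% = peptide blocker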
Rac1 wt modul: wildtype Rac1 GTP binding modulators, primary screen, biochemical, GST-Rac1 beads, flow cytometry, multiplex. actives 0.27% (n = 190,000). GTP binding activity (% of control), % at 10 µM. Ras-related C3 botulinum toxin substrate 1 (Homo sapiens), P63000. AID 757, 2007. fluorescent GTP binding; actives lie on both sides; 0 = cold GTP competed, 100 = untreated;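 active means GTP binding activity at least 20 points away from the 100% control level, either lower or higher; inconclusive means compound flagged as likely green fluorescent, judged across all proteins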
Mcl1-Noxa inh: Mcl-1/Noxa binding inhibitors, primary screen, biochemical, TR-FRET, 1536-well. Induced myeloid leukemia cell differentiation protein Mcl-1 (Homo sapiens), Q07820. TR-FRET Mcl-1/Noxa peptide binding, 2 h. inhibition, % at 21.7 µM. actives 1.5% (n = 220,000);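 active means compounds that cut the protein-peptide binding signal by more than 50% relative to plate controls in a single-dose test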;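 further: His-tagged Mcl-1 with rhodamine Noxa BH3 peptide and terbium anti-His antibody; 0% = Mcl-1 plus Noxa peptide wells and 100% = peptide-only wells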
An asterisk follows results filed as active; ? = inconclusive; . = no result given; [ ] = another dose, or the depositor's remark.

SMILES	Rab2 wt GTP	Mcl1-Bid inh	Rab7 wt modul	RGS8-Gao reg	Cdc42 wt	Pf gametocyte	HRas wt GTP	Rac1 mut GTP	Bim-Mcl-1	Rac1 wt modul	Mcl1-Noxa inh
CCOC(=O)N1CCN(S(=O)(=O)c2ccc3c(c2)OCC(=O)N3)CC1	92	-19	95	110	96	.	94	92	-2	94	12
CCCCn1cnc2cc(NCc3cccc(OC)c3O)ccc21	97	-59	99	100	98	-16	98	94	0	96	-17
O=C(NCCc1ccc(Cl)cc1)C1CCCN(S(=O)(=O)c2cnc[nH]2)C1 (stereo unspecified)	97	-13	99	104	98	.	96	96	0	97	4
N=C1C=CC=C2C1=NC1(CCCCC1)N2O	98	-40	99	84	100	.	100	95	2	101	-13
O=C(N/N=C1\CC(c2ccccc2)Oc2ccccc21)c1cccnc1 (stereo unspecified)	93	-21	96	101	95	-31	93	96	-1	96	12
CN1CCN(c2oc(COc3ccc(-c4ccccc4)cc3)nc2C#N)CC1	101	3	101	99	100	.	100	99	-1	100	5
COc1cc(/C=N/NC(=O)C(=O)NCc2cccnc2)ccc1O	97	-27	97	102	100	2	97	99	0	101	24
O=C(NNC(=O)c1ccccc1[N+](=O)[O-])c1ccco1	99	-6	105	103	98	-5	98	97	0	99	4
CC1CC(C)CN(CC(O)COc2ccc3c(c2)CCC3)C1 (stereo unspecified)	?	4	?	100	?	16	?	?	-2	?	20
CC(C(=O)Nc1cccc(S(=O)(=O)N2CCOCC2)c1)N1CCN(C/C=C/c2ccccc2)CC1 (stereo unspecified)	100	-11	105	100	99	.	101	99	-5	102	-3
CC(C(=O)Nc1ccc(N2CCOCC2)cc1)N1C(=O)c2ccccc2C1=O (stereo unspecified)	98	-47	100	105	101	-12	101	97	1	106	14
CCOc1ccc(N(CC(=O)NC(C)(C)C)C(=O)c2ccco2)cc1	103	6	103	103	103	14	104	102	-1	109	4
O=C(Cc1ccc(F)cc1)OCC(=O)c1cc2ccccc2o1	98	-15	101	92	102	.	101	99	0	107	0
CC(=O)N1CCN(CC(=O)Nc2cc([N+](=O)[O-])ccc2Cl)CC1	98	-48	99	99	100	3	98	97	-1	101	2
CCCn1c(N)c(C(=O)CSc2nnc(-c3cccnc3)n2-c2ccc(C)cc2C)c(=O)[nH]c1=O	96	-17	96	106	97	-11	97	98	-2	98	33
CC1=Nn2c(nc(-c3ccccc3)c2-c2ccccc2)N(CC(N)=O)C(=O)C1	96	-51	97	102	97	7	96	98	1	99	-28
CCOC(=O)c1sc(N)c(C#N)c1CSc1nc2ccc(C)cc2[nH]1	99	2	98	98	101	-9	98	97	0	97	16
COC(=O)c1ccc(Cc2ccc(C(=O)OC)o2)o1	100	-19	99	123	100	.	99	100	1	103	16
Cc1ccc2c(c1)c1ncnc(N3CCc4ccccc4C3)c1n2C	99	-9	96	114	99	.	99	98	5	99	19
CCn1c(=O)cc(OCC(=O)N(C)c2ccccc2F)c2ccccc21	101	-15	100	111	96	.	98	99	0	100	20
O=C(CN1C(=O)C2C3C=CC(C3)C2C1=O)Nc1nc2ccccc2[nH]1 (stereo unspecified)	100	-11	100	102	101	.	101	97	1	105	-9
O=C(CCCc1c[nH]c2ccccc12)Nc1ccc2ccccc2c1	99	-12	103	96	96	-1	99	95	0	99	-1
COc1ccc(C)cc1NC(=O)C(OC(=O)c1ccc([N+](=O)[O-])o1)c1ccccc1 (stereo unspecified)	102	-12	95	101	101	-3	99	98	-6	102	16
c1nnc2c3c4c(sc3ncn12)CCC4	97	-25	97	102	101	-6	97	94	0	94	-1
COc1ccc(-c2nn(C)c(=O)c3ccccc23)cc1NC(=O)COc1ccccc1	99	5	100	98	102	.	102	98	1	101	2
CCOc1cccc(N(C(=O)C2COc3ccccc3O2)C(C(=O)NC2CCCCC2)c2ccc(O)cc2)c1 (stereo unspecified)	100	-33	101	102	101	-22	100	98	-4	106	11
CCCC(=O)NC(NC(=S)Nc1ccc(N=Nc2ccccc2)cc1)C(Cl)(Cl)Cl (stereo unspecified)	98	-2	98	102	103	-1	101	99	-3	105	24
CCOc1ccc(/C=C/C(=O)NCc2ccccc2)cc1	102	-3	103	101	104	.	100	102	0	104	7
O=C(Nc1cccc(C(F)(F)F)c1)C1CCN(S(=O)(=O)c2cnc[nH]2)CC1	97	-31	96	101	99	.	97	96	-1	98	0
O=C(CN1CCc2ccccc2C1)Nc1ccc(Br)cc1	99	1	100	146*[activator]	98	10	98	97	14	97	16
COc1cc(C2c3c(oc4ccccc4c3=O)C(=O)N2Cc2ccco2)ccc1O (stereo unspecified)	95	-23	96	100	100	.	99	96	-1	100	13
CCCCN(Cc1ccccc1)S(=O)(=O)c1cc(Br)cc2c1N(C(C)=O)C(C)C2 (stereo unspecified)	99	5	100	99	97	.	98	98	-4	100	-10
COc1ccccc1NC(=O)Cn1cnc2c(nnn2-c2ccc(C)cc2)c1=O	95	-14	114	99	93	-2	98	96	-2	99	-4
Cc1ccccc1OCC(O)Cn1c(Br)nc2c1c(=O)[nH]c(=O)n2C (stereo unspecified)	102	-13	107	97	98	0	103	98	-3	103	10
Cc1c(CC=C(Cl)Cl)c(=O)[nH]c2c(C)cccc12	96	-2	98	108	96	8	94	96	11	96	-5
Cc1cc2oc(C(=O)NCc3ccc(S(N)(=O)=O)cc3)c(C)c2cc1C	96	-17	94	101	98	0	95	97	-2	100	11
CCCN(CCC)C(=O)Cc1ccc(F)cc1	101	-33	104	98	95	0	99	96	4	101	5
NS(=O)(=O)c1cc2c(cc1C(F)(F)F)NCNS2(=O)=O	95	4	101	.	95	.	98	99	-2	101	16
CCSc1nc2c(c(=O)[nH]1)C(c1ccncc1)C(C(=O)OC)=C(C)N2 (stereo unspecified)	106	-55	106	101	105	.	107	101	1	102	-12
COC(=O)Cn1c(SCc2ccccc2)nc2ccccc21	102	-1	99	99	108	26	104	105	-2	112	5
CCO[C@@H]1OC(C(N)=O)=C[C@H](c2ccc(C(F)(F)F)cc2)[C@H]1CCCO	99	-3	104	103	97	3	98	97	2	97	25
CCc1nnc(NC(=O)c2ccc(N3C(=O)CCC3=O)cc2)s1	98	-18	100	100	101	.	98	99	1	104	3
CCCOc1ccc(C(=O)Nc2cc(-c3nn4c(C)nnc4s3)ccc2C)cc1	102	25	97	103	102	.	101	99	0	104	-17
COC(=O)c1cc(C(=O)OC)n(Cc2ccc(F)cc2)c1C	98	-16	102	95	100	9	101	101	-1	105	8
O=C(OCc1nc2ccccc2s1)c1cccs1	98	-31	102	99	105	2	103	98	-2	107	-6
COc1ccccc1C(=O)Nc1cccc(NC(C)=O)c1	97	9	94	98	103	3	99	97	-3	101	10
COCC(C)N=C1NN=C(c2cccs2)C(CC(=O)O)S1 (stereo unspecified)	96	-48	99	100	96	4	95	95	0	98	26
COc1ccc(NC(=O)c2cccnc2N2CCCCC2)cc1	103	-6	100	100	102	.	102	101	-2	108	13
Oc1c(C(Nc2ccccn2)c2cccnc2)cc(Cl)c2cccnc12 (stereo unspecified)	97	-21	100	101	101	7	100	98	-4	101	7
O=C(NCCC1=CCCCC1)c1ccc(Cl)c(S(=O)(=O)Nc2ccccc2)c1	96	9	101	98	96	.	98	94	-5	98	-6
CCOC(=O)c1sc(Nc2ccc(OCC)cc2)nc1C	98	-47	100	103	98	-28	98	95	1	98	-3
O=c1cc(CN2CC(O)Cc3ccc4ccccc4c32)nc2sccn12 (stereo unspecified)	97	-11	102	102	97	-20	96	96	-2	100	25
Cc1ccc(Nc2nnc(SCC(=O)NCc3ccco3)s2)cc1	101	-73	105	102	106	.	103	98	-3	107	53*
CCOC(=O)N1CCOCCOCCN(C(=O)OCC)CCOCC1	99	-26	99	99	103	-11	101	102	-3	104	-12
O=c1c2c(nc3c(-c4cccc(Br)c4)c[nH]n13)CCCC2	97	-22	98	105	100	-6	97	96	-5	99	10
CC(=O)NCc1nc2ccccc2n1Cc1ccccc1C	100	-9	103	101	101	.	100	100	-1	103	-5
CC(C)(C)CN1CCNC(=O)C1CC(=O)NCCc1ccccc1F (stereo unspecified)	100	-15	103	99	99	-16	100	96	-4	102	15
CCOc1ccc(NC(=O)CN(C)S(=O)(=O)c2cccs2)cc1	100	-12	100	101	103	-25	102	100	2	103	-21
COc1cc(O)ccc1/C=N/NC(=O)c1ccc([N+](=O)[O-])cc1	94	-15	100	103	90	7	96	96	1	98	20
COc1ccc(C(=O)C[n+]2ccc3c(c2)nnn3-c2ccccc2)cc1	100	-34	107	102	99	-5	100	94	7	100	-3

Next results follow.
SMILES	Rab2 wt GTP	Mcl1-Bid inh	Rab7 wt modul	RGS8-Gao reg	Cdc42 wt	Pf gametocyte	HRas wt GTP	Rac1 mut GTP	Bim-Mcl-1	Rac1 wt modul	Mcl1-Noxa inh
O=C(/C=C/c1ccc(Cl)cc1Cl)N1CCc2ccccc21	99	-8	97	98	105	10	99	101	-8	105	9
Cc1sc2nc(SCC(=O)N(CCO)CCO)n(C3CCCCC3)c(=O)c2c1C	99	-11	101	101	102	.	99	100	-2	104	-6
CCCN(Cc1cc2cc(C)ccc2[nH]c1=O)C(=O)c1cccc(OC)c1	98	-19	96	100	104	11	98	98	0	105	8
O=C(c1cnccn1)N(Cc1cccs1)C1(C(=O)NC2CCCCC2)CCCCC1	100	1	96	135	103	14	97	97	54*	102	6
Cc1cc(C)cc(OCC(=O)NNC(=O)c2cc3ccccc3oc2=O)c1	94	-26	97	100	98	.	96	96	0	99	-16
O=C(NCc1ccccc1)C(c1cccs1)N(Cc1cccs1)C(=O)c1cnccn1 (stereo unspecified)	93	-6	100	98	100	-17	100	95	2	103	-7
CCOCCCN1CN(S(=O)(=O)c2ccc(Cl)cc2)c2nc3ccccc3nc21	96	-4	96	99	100	.	99	96	0	99	18
